High-throughput results as filed in PubChem BioAssay.
ROMK mod – ROMK potassium channel modulators, primary screen, cell-based, thallium flux, MLSMR library. AID 1918, 2009. Tet-inducible ROMK, thallium flux fluorescence; actives lie on both sides. ATP-sensitive inward rectifier potassium channel 1 (Homo sapiens), P48048. actives 2% (n = 130,000). B-score at 10 µM;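 active = signal ratio slope over the read window, or its plate-corrected B-score, at least 3 SD from the plate mean, either direction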;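 note: B-score of the F/F0 ratio slope over 7 to 12 s after thallium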
Target sequence (P48048 whole entry, looked up): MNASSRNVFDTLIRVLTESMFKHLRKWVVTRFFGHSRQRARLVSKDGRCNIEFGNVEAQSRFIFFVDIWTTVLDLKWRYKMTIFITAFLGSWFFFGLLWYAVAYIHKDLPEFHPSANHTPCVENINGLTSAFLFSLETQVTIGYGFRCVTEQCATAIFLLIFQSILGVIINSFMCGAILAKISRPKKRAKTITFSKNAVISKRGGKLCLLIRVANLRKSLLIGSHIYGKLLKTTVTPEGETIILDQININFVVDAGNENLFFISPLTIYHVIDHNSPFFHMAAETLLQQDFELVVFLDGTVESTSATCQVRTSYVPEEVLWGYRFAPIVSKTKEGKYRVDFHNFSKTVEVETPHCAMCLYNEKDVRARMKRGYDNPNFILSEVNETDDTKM
S1P3 antag – S1P3 receptor antagonists, primary screen, cell-based; CHO S1P3 NFAT-BLA reporter, FRET fluorescence, antagonist mode; actives 0.27% (n = 170,000); inhibition, % at 4.98 µM;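 active = inhibition above the plate cutoff, the mean inhibition of test wells on that plate plus 3 SD, cut at about 28% in these data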;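 note: cells challenged with S1P at its EC80 of 0.8 µM; blue over green emission ratio from cleaved BLA substrate after 4 h stimulation; 0% = S1P-stimulated wells and 100% = unstimulated DMSO-only wells; some compounds past the cut are filed as inactive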
Target sequence (Q99500 whole entry, looked up): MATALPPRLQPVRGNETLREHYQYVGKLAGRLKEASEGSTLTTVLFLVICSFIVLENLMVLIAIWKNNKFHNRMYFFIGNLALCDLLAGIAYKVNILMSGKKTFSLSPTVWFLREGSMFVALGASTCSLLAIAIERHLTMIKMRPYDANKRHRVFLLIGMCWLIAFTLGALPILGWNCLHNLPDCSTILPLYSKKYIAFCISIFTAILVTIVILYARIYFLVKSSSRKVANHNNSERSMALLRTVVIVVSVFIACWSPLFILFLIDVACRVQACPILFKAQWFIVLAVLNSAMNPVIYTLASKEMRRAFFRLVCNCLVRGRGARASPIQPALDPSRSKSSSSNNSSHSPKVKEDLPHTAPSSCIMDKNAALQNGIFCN
PPARg SRC2 recr – agonists of PPARg-SRC-2 recruitment, primary screen, biochemical, HTS; PPARgamma LBD-SRC-2 recruitment; Peroxisome proliferator-activated receptor gamma (Homo sapiens), P37231; activation, % at 8 µM; AID 1032, 2008; actives 0.34% (n = 200,000); in the data active = activation above about 22%;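 note: 0% = vehicle and 100% = reference agonist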
RAM inhibit – inhibitors of the yeast RAM network, primary screen, dse1pr::URA3 reporter, 5-FOA selection; S. cerevisiae dse1pr::URA3 reporter, 5-FOA growth OD615, 2 d; analog-sensitive cbk1-as2 kinase mutant strain; inhibition, % at 50 µM; actives 1.8% (n = 190,000); AID 868, 2007;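 active = inhibition above a set limit, 3 SD over mean compound inhibition, cut at about 8.4% in these data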;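 note: 0% = DMSO-only wells with no growth and 100% = 10 µM 1-NA-PP1 full growth; inhibition rescues growth on 5-FOA so higher OD means more RAM inhibition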
STAT3 activator – IL-6 driven STAT3 reporter potentiators, primary screen, U3A cells, luciferase, luminescence, MLSCN library. IL-6 STAT3-luciferase reporter; 100% = signal with IL-6 EC80 alone. actives 0.91% (n = 190,000). activation (% of control), % at 5.6 µM;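 active = activation above the screen-wide mean of compound activation plus 3 SD, cut at about 130% in these data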;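 note: 0% = background luminescence of wells with medium and substrate only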
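Material: human U3A cells carrying STAT3-luciferase construct. Measured by: reporter luminescence signal. Timing: compound 1 h, then IL-6 6 h at 37 °C.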
TR-FRET SRC-2 ct – TR-FRET signal artefacts, primary screen, artefact control for PPARgamma SRC-2 agonist project, biochemical; TR-FRET ratio at 8 µM; actives 0.4% (n = 200,000); TR-FRET artefact counter-screen; hits give high values; in the data active = TR-FRET ratio above about 2000; note: inactives centre near 1500
STAT1 blocker – STAT1 signaling inhibitors, primary screen, cell-based, HTS, luciferase reporter | inhibition, % at 5.5 µM | AID 920, 2007 | actives 0.35% (n = 200,000) | NIH 3T3 STAT1-luciferase reporter, IFN-gamma, luminescence;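 active = inhibition above a set limit, the mean inhibition across all tested compounds plus 3 SD, cut at about 34% in these data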;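 note: 0% = IFN-gamma with DMSO and 100% = IFN-gamma with 300 µM nifuroxazide; values of inactives mirror those of a sister screen read the other way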
PPARg SRC3 recr – PPARgamma agonists recruiting SRC-3 coactivator, primary screen, biochemical; activation, % at 8 µM; AID 731, 2007; biochemical PPARgamma/SRC-3 coactivator recruitment assay; actives 0.26% (n = 200,000); in the data active = activation above about 23%;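 note: 0% = DMSO and 100% = reference agonist; some compounds past the cut are filed as inactive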
TLR4 MyD88 comp – inhibitors of TLR4-MyD88 association in cells, primary screen, cell-based, HeLa CL3-4, BLA complementation, FRET ratio | Toll-like receptor 4 (Homo sapiens) + Myeloid differentiation primary response protein … | HeLa CL3-4 TLR4/MyD88 BLA complementation | inhibition, % at 8.4 µM | actives 0.18% (n = 200,000) | AID 861, 2007; in the data active = inhibition above about 25%;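 note: 0% = vehicle and 100% = reference inhibitor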
STAT3 blocker – IL-6 driven STAT3 reporter inhibitors, primary screen, U3A cells, luciferase, luminescence, MLSCN library. inhibition, % at 5.5 µM. IL-6 STAT3-luciferase reporter; host cell line lacks STAT1. actives 0.89% (n = 190,000);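 active = inhibition above the mean inhibition across all screened compounds plus 3 SD, cut at about 44% in these data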;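 note: 0% = DMSO only wells and 100% = 100 µM nifuroxazide control wells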
PPARg SRC1 recr – PPARgamma agonists recruiting SRC-1 coactivator, primary screen, biochemical; Peroxisome proliferator-activated receptor gamma (Homo sapiens), P37231; PPARgamma-SRC-1 coactivator recruitment biochemical assay; activation, % at 8 µM; actives 0.41% (n = 200,000); AID 631, 2007; in the data active = activation above about 19%;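 note: 0% = DMSO and 100% = reference agonist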
* = called active by the depositor; · = no result given.

SMILES | ROMK mod | S1P3 antag | PPARg SRC2 recr | RAM inhibit | STAT3 activator | TR-FRET SRC-2 ct | STAT1 blocker | PPARg SRC3 recr | TLR4 MyD88 comp | STAT3 blocker | PPARg SRC1 recr
CCC(=O)N1CCc2cc(Br)cc(S(=O)(=O)C3(C(=O)OC)CC3)c21 | · | 22 | 9 | 0.9 | 98 | 1515 | -2 | 8 | -7 | 5 | 0
COc1ccc(NC(=O)C(CCS(C)(=O)=O)N2C(=O)c3ccccc3C2=O)cc1 (stereo not drawn) | -0.38 | · | -2 | 0.9 | 107 | 1516 | -7 | -2 | 14 | -2 | -4
Cc1ccc(-n2cc3c(=O)n(C)c(=O)n(C)c3c2)cc1C | · | 12 | 7 | 1.6 | 86 | 1677 | -19 | -3 | -7 | 20 | 10
COC(=O)c1ccccc1NC(=O)CSc1nnc(Cc2ccc(Cl)cc2)o1 | · | 7 | 3 | 4.0 | 96 | 1518 | 3 | 7 | -1 | 8 | 5
COc1ccccc1/C=C(/C(=O)OCC(N)=O)c1ccccc1 | · | -2 | -13 | -1.1 | 97 | 1525 | 14 | 1 | 4 | 4 | -12
C=CCNC(=O)c1ccccc1NC(=O)COc1ccc(OC)cc1 | -0.068 | -2 | -1 | 1.5 | 109 | 1570 | 6 | -2 | 9 | -4 | -3
Cc1ccc(N(Cc2ccc(C(=O)NCCSc3ccccn3)cc2)S(C)(=O)=O)cc1C | -2 | -7 | 7 | 2.6 | 90 | 1548 | -7 | 1 | -11 | 10 | -1
CCOCc1c(C(=O)OCC(=O)/C(C#N)=C(\C)N)oc2ccccc12 | 0.17 | -17 | 14 | 1.2 | 97 | 1608 | 6 | 1 | 11 | 7 | 5
O=C(NN1C(=O)c2ccccc2NC1c1ccco1)c1ccc(Br)cc1 (stereo not drawn) | -0.26 | 11 | 4 | -0.1 | 105 | 1534 | -16 | 1 | 9 | 1 | 2
Cc1ccc(C(=O)C(C)Sc2nnc(N)s2)cc1 (stereo not drawn) | -0.26 | 1 | -4 | 1.6 | 105 | 1426 | -1 | -3 | -6 | -5 | -6
OCCNCc1cc(Br)ccc1OCc1ccc(F)cc1 | 0.54 | -5 | 3 | 1.0 | 91 | 1560 | 9 | 5 | 13 | 18 | 8
CN1CCN(c2ccc(Cl)cc2NC(=O)c2ccc(S(=O)(=O)N(C)C)cc2)CC1 | -0.48 | · | 11 | 0.4 | 107 | 1581 | 1 | 3 | 0 | -10 | -1
COC(=O)c1ccc(-n2nnnc2SCC(=O)N2CCCCC2)cc1 | · | -9 | 11 | -0.3 | 91 | 1564 | 1 | 6 | 7 | 15 | 1
CC(=O)C1=C(C)N(Cc2ccccc2)C(=O)N[C@@H]1c1cccc(C(F)(F)F)c1 | -0.056 | -13 | 10 | 1.5 | 108 | 1503 | -5 | 5 | -13 | -12 | 4
COC(=O)/C(=C/c1cccc([N+](=O)[O-])c1)NC(=O)c1ccc(OC)cc1 | 0.19 | -10 | 5 | 1.9 | 100 | 1627 | -15 | 1 | -4 | 9 | -2
Cc1nc(N2CCN(C(c3ccccc3)c3ccccc3)CC2)[nH]c(=O)c1C | · | -24 | 7 | -0.8 | 97 | 1619 | 0 | 9 | 12 | 5 | 3
CCCCC12CN3CCN(CC(C3)/C1=N\NC(=O)c1ccccc1N)C2 | · | 5 | -10 | -0.1 | 114 | 1473 | -29 | -3 | 8 | -19 | -4
CCOc1ccc(-c2c[n+](=O)c3c(n2[O-])CCCC3)c(OCC)c1 | · | · | 4 | 1.1 | 91 | 1538 | 1 | 8 | -5 | 13 | 5
O=C(Nc1ccccc1)C1=C(O)CC(c2ccoc2)CC1=Nc1ccccc1 (stereo not drawn) | · | 4 | 2 | 3.1 | 93 | 1575 | 3 | 11 | -19 | 12 | 2
CC1CN(CC(O)COc2ccc(C(C)C)cc2)CC(C)O1 (stereo not drawn) | · | -4 | 15 | -0.5 | 98 | 1654 | 6 | 14 | -9 | 7 | 5
COc1ccc(/C=C(\C#N)C(=O)c2c(C)[nH]c3ccccc23)cc1OC | -1.1 | -16 | 9 | 3.2 | 96 | 1643 | 9 | 6 | 1 | 3 | -4
O=C(NNC1=C(C(=O)C(F)(F)F)CCC1)c1cccc(O)c1 | -0.029 | · | 1 | 1.0 | 119 | 1472 | -18 | 6 | 3 | -21 | 2
CCOC(=O)c1c(C)n(C)c2cc(Br)c(C(=O)OC)cc12 | -0.032 | -20 | 10 | 2.9 | 82 | 1615 | -7 | 10 | 7 | 23 | 17
O=c1[nH]c(CN2CCc3ccccc3C2)nc2ccccc12 | · | 33 | 5 | 0.2 | 106 | 1458 | 10 | -21 | 0 | -7 | -5
CC(Oc1ccc(Cl)cc1Cl)C(=O)NCCCN(C)C (stereo not drawn) | 0.26 | -10 | 3 | 1.1 | 103 | 1506 | -15 | -6 | 2 | 3 | -2
Cc1sc(NC(=O)c2cc(-c3ccccc3)nc3ccccc23)c(C(N)=O)c1C | · | -12 | 11 | 0.5 | 100 | 1722 | 0 | 0 | 8 | -1 | -2
COc1ccccc1NC(=O)c1csc2c1CCC(C)C2 (stereo not drawn) | · | -14 | 2 | 0.8 | 87 | 1723 | -1 | -1 | -3 | 18 | 5
Cc1ccc(S(=O)(=O)N(CCC(=O)O)c2ccccc2)cc1 | 0.083 | -4 | 7 | 0.7 | 100 | 1475 | 0 | 4 | -12 | 1 | -3
Cc1ccc(Nc2nnc(SCc3nc4ccccc4c(=O)[nH]3)s2)cc1 | 0.0041 | 5 | 2 | 4.5 | 105 | 1449 | -5 | -6 | -6 | -1 | -8
Cc1c(NC(=O)COC(=O)c2ccc(Br)o2)c(=O)n(-c2ccccc2)n1C | 0.43 | -5 | -9 | -0.1 | 107 | 1368 | -8 | -2 | 0 | 0 | 0
COC(=O)C1CCN(S(=O)(=O)c2ccc(NC(C)=O)cc2)CC1 | -0.56 | · | 1 | -1.1 | 102 | 1455 | 6 | -6 | -13 | 4 | 5
CCOC(=O)c1sc(NC(=O)c2ccc(S(=O)(=O)N(CC)CC)cc2)nc1C | -0.14 | · | -2 | 3.6 | 103 | 1529 | -11 | -6 | -5 | -5 | 4
Cc1nn(-c2ccccc2)c2ncc(C(=O)c3cc(Cl)ccc3O)cc12 | · | -1 | -1 | 6.7 | 110 | 1492 | -6 | 1 | 3 | -10 | 0
Cc1c(C(=O)Nc2cccc([N+](=O)[O-])c2)csc1-c1ccccc1 | · | · | -2 | 3.3 | 116 | 1603 | -72 | -11 | -3 | -8 | 3
COc1ccc(CNc2c(C(=O)O)cnc3c2cnn3C)cc1 | 0.12 | -13 | 2 | -0.2 | 98 | 1689 | -7 | 4 | -4 | 6 | 5
COc1ccc(F)cc1S(=O)(=O)NC(Cc1ccccc1)C(N)=O (stereo not drawn) | 0.87 | -17 | 6 | 1.2 | 106 | 1540 | -30 | -8 | 2 | -4 | 0
CN(C)S(=O)(=O)c1ccc(NC(=O)c2ccncc2)cc1 | 0.97 | -10 | -5 | 0.8 | 102 | 1516 | -1 | -5 | -4 | 0 | -6
O=C(CSc1ncn[nH]1)N1N=C2/C(=C/c3ccccc3)CCCC2C1c1ccccc1 (stereo not drawn) | · | -3 | -3 | 1.7 | 119 | 1487 | -1 | -7 | -8 | -28 | 1
CCOC(CNC(=O)c1cc(C)nn1-c1ccccc1)OCC | 0.69 | · | 3 | 0.1 | 100 | 1534 | 3 | -2 | -1 | 1 | -1
O=C(Nc1cccc(-c2nnc(-c3ccccc3)o2)c1)C1CCCCC1 | 0.31 | 8 | 7 | 5.5 | 79 | 1437 | -36 | -5 | -5 | 26 | 2
O=c1cc(O)nc2n1CCCS2 | -0.046 | · | -4 | 1.7 | 97 | 1602 | -1 | 5 | -6 | 9 | 4
NNC(=S)NCc1cccnc1 | 0.39 | 9 | -5 | -0.1 | 100 | 1454 | -2 | 2 | -3 | 2 | 13
NC(=O)c1cccc2c1C(=O)N(C1CCCCC1)C2 | · | 7 | 1 | 1.1 | 103 | 1356 | 3 | 0 | -3 | 2 | 6
COc1ccc(C(=O)NCc2nnc(SCC(=O)N3CCCCC3)o2)cc1 | · | -30 | -8 | 0.0 | 101 | 1545 | -3 | -1 | -10 | 2 | 5
CNC(=O)CCc1[nH]c2ccccc2c1Sc1ccccc1 | · | -1 | -4 | 0.6 | 100 | 1451 | 4 | 0 | -21 | 2 | 5
Cc1onc(-c2c(F)cccc2Cl)c1C(=O)OCN1C(=O)c2ccccc2C1=O | 0.028 | -42 | 7 | 0.7 | 95 | 1698 | 0 | 5 | -9 | 10 | 0
COCCCNC(=O)Cn1cc(C(=O)c2cccs2)c2ccccc21 | · | · | -8 | -1.0 | 109 | 1603 | 4 | -23 | -4 | -10 | 4
CCc1nnc(NC(=O)Nc2ccc(OC)cc2)s1 | -1.1 | · | -2 | 0.5 | 92 | 1373 | -16 | -6 | 1 | 10 | -2
O=C(NC1CCCC1)C(c1ccc(N2CCOCC2)cc1)N(C(=O)c1ccco1)c1ccccc1F (stereo not drawn) | 0.82 | 4 | 0 | -0.2 | 101 | 1378 | 3 | 6 | -2 | 3 | -2
O=C(NC1c2ccccc2-c2ccccc21)N1CCOCC1 | -0.91 | 1 | 0 | 0.8 | 75 | 1474 | -7 | -5 | 4 | 35 | -4
CC1CCCN(c2ccc([N+](=O)[O-])s2)C1 (stereo not drawn) | 0.2 | -19 | 9 | 2.4 | 97 | 1792 | -7 | -1 | -2 | 11 | 0

Random excerpt: 3 records from the list
SMILES | ROMK mod | S1P3 antag | PPARg SRC2 recr | RAM inhibit | STAT3 activator | TR-FRET SRC-2 ct | STAT1 blocker | PPARg SRC3 recr | TLR4 MyD88 comp | STAT3 blocker | PPARg SRC1 recr
O=C(NC1c2ccccc2-c2ccccc21)N1CCOCC1 | -0.91 | 1 | 0 | 0.8 | 75 | 1474 | -7 | -5 | 4 | 35 | -4
O=C(NC1CCCC1)C(c1ccc(N2CCOCC2)cc1)N(C(=O)c1ccco1)c1ccccc1F (stereo not drawn) | 0.82 | 4 | 0 | -0.2 | 101 | 1378 | 3 | 6 | -2 | 3 | -2
Cc1onc(-c2c(F)cccc2Cl)c1C(=O)OCN1C(=O)c2ccccc2C1=O | 0.028 | -42 | 7 | 0.7 | 95 | 1698 | 0 | 5 | -9 | 10 | 0
